Screens: PubChem, IUPUI and University of Michigan
ST2 IL33 inh = IL1RL1 inhibition | AID 1259354 | AlphaLISA ST2-Fc/biotin-IL-33 interaction, 1 h | 2.3% of 78,000 active | inhibition, % for hits at 17 µM; in the data active = inhibition above about 30%; inconclusive = mostly about 10% to 28%
Target sequence (Q01638 whole entry, looked up): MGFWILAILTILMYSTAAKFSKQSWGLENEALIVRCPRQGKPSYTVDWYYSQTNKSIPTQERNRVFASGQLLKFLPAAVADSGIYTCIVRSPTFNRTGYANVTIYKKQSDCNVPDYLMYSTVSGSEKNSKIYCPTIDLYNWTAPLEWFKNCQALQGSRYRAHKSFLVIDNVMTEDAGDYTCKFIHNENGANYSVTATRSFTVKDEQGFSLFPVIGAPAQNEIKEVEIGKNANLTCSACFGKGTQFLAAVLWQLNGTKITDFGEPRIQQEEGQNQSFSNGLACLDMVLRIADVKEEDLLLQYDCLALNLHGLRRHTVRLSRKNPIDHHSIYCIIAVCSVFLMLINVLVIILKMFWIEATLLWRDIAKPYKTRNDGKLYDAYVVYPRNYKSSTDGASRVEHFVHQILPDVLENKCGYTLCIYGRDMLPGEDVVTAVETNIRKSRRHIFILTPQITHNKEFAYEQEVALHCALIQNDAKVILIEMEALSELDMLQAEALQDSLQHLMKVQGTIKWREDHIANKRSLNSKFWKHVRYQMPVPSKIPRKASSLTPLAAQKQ
The depositor's hits bear a star. Only part of the results is shown. The share of hits here may be higher or lower than overall.

`COc1ccc(C(=O)N[C@H]2CO[C@H]3[C@@H]2OC[C@@H]3n2cc(-c3ccccn3)nn2)cc1` gave ST2 IL33 inh inconclusive.
`COc1ccc([N+](=O)[O-])cc1NC(=O)Cc1ccc(Cl)cc1` gave ST2 IL33 inh inactive.
`Cc1cc(N2C(=O)[C@@H]3[C@H](C2=O)[C@H]2C=C[C@@H]3C23CC3)c([N+](=O)[O-])cc1C` gave ST2 IL33 inh inactive.
`CN1CCN(C(=O)C(C(=O)N2CCN(C)CC2)C23CC4CC(CC(C4)C2)C3)CC1` gave ST2 IL33 inh inactive.
For COCCNC(=O)C[C@@H]1O[C@H](CNC(=O)Nc2ccccc2)[C@@H](O)[C@H]1O the results were ST2 IL33 inh inconclusive.
`O=C1/C(=C/c2ccccc2[N+](=O)[O-])Sc2ccccc21` gave ST2 IL33 inh 31%*.
`CC1CC(C)CN(CCCNC(=O)c2cc(=O)[nH]c3ccc(S(=O)(=O)N4CCCC4)cc23)C1` (stereo not given) gave ST2 IL33 inh inactive.
CN(Cc1ccccc1)C(=O)Cn1c2ccccc2c(=O)c2ccccc21 was read as ST2 IL33 inh inactive.
Screening CCCCNC(=O)CSCc1nc(-c2ccc(SC)cc2)oc1C returned ST2 IL33 inh inactive.
COc1ccc(/C=C2\N=C(c3cccc(I)c3)OC2=O)cc1[N+](=O)[O-] was read as ST2 IL33 inh inactive.
`COc1ccc2nc(N3CCCC(C(=O)NCCCN4CCCC(C)C4)C3)sc2c1` (stereo not given) gave ST2 IL33 inh inactive.
O=C(CN1C(=O)c2ccccc2S1(=O)=O)Nc1cc(Cl)cc(Cl)c1 was read as ST2 IL33 inh inactive.
`CCOc1ccc(N(CC)C(=O)c2cc3cc4ccc(OC)cc4nc3o2)cc1` gave ST2 IL33 inh inconclusive.
For C=CCN(CC=C)C(=O)CN1CCN(S(=O)(=O)CC)CC1 the results were ST2 IL33 inh inactive.
`CCC1=C(c2ccc(OC)cc2)S(=O)(=O)N(CC(=O)Nc2ccc(OC)cc2OC)C1=O` gave ST2 IL33 inh inactive.
For COc1ccccc1OC1CCN(C(=O)c2cccc(O)c2C)CC1 the results were ST2 IL33 inh inactive.
`COc1ccc(N2CCN(Cc3ccsc3)CC2)cc1` gave ST2 IL33 inh inconclusive.
CCNC(=O)[C@@H]1C[C@@H](N)CN1C(=O)c1ccc(-c2ccccc2)[nH]1 was read as ST2 IL33 inh inconclusive.
Screening Cc1ccc2nc(NC(=O)CNS(=O)(=O)c3cccs3)sc2c1 returned ST2 IL33 inh inactive.
For Cc1c(Cl)cccc1N(CC(=O)NC1CCCCCC1)S(C)(=O)=O the results were ST2 IL33 inh inactive.
COC(=O)c1c(NC(=O)c2ccc(C(C)(C)C)cc2)sc2c1C(C(=O)OC)CC2 (stereo not given) was read as ST2 IL33 inh inactive.
`COc1ccc(C(=O)NCc2ccc(Cl)cc2)cc1` gave ST2 IL33 inh inactive.
Screening O=C(Nc1cccc2nsnc12)c1cnsn1 returned ST2 IL33 inh inconclusive.
O=S(=O)(c1ccc(Br)cc1)N1CCN(c2cc(-c3cccc(F)c3)ncn2)CC1 was read as ST2 IL33 inh inactive.
`O=C(Nc1ccc(NC(=O)c2ccco2)c(Cl)c1)c1ccco1` gave ST2 IL33 inh inactive.
`COc1ccc(C2=NN(S(=O)(=O)c3ccccc3)C(c3ccc(Br)cc3)C2)cc1` (stereo not given) gave ST2 IL33 inh inactive.
For Cc1cccc(-c2c(-c3ccccc3)ncn2CCCN2CCNC(=O)C2)c1 the results were ST2 IL33 inh inconclusive.
For CCCCN(C)S(=O)(=O)c1ccc(C(=O)Nc2nnc(C3CC3)o2)cc1 the results were ST2 IL33 inh inconclusive.
O=C(/C=C/CCc1ccc(O)cc1)CCc1ccc(O)c(O)c1 was read as ST2 IL33 inh inactive.
Screening [O-][n+]1cccc2c(Br)cc(Br)c(O)c21 returned ST2 IL33 inh 30%*.
For CNC(=O)c1ccc(CN2CCCC(Nc3ccc(F)cc3)C2)o1 (stereo not given) the results were ST2 IL33 inh 36%*.
`CCC(NC(=O)C1CC(=O)c2sc(NC(=O)Cc3ccccc3)nc2C1)c1cccs1` (stereo not given) gave ST2 IL33 inh inactive.
Screening CCOC(=O)c1c(C)n(C)c2c1cc(OC(=O)CC(C)C)c1ccccc12 returned ST2 IL33 inh inactive.
Screening CCC1CCCCN1CCCNC(=O)COc1ccc2c(c1)C(=O)CC(C)(C)O2 (stereo not given) returned ST2 IL33 inh inactive.
c1ccc(-n2ncc3c(N4CCN(c5ccccn5)CC4)ncnc32)cc1 was read as ST2 IL33 inh inactive.
`Cc1ccnc(SCCn2c(N3CCCC3)nc3c2c(=O)n(C)c(=O)n3C)n1` gave ST2 IL33 inh inconclusive.
`COc1ccc2nc(-c3ccco3)c(-c3ccco3)nc2c1` gave ST2 IL33 inh inconclusive.
CC[C@H]1CN(C(=O)Nc2ccccc2)CC[C@H]1CC(=O)Nc1ccccc1 was read as ST2 IL33 inh inconclusive.
Screening CC(C)(C)n1nc2c(c1NC(=O)c1ccccc1Br)CSC2 returned ST2 IL33 inh inconclusive.
Screening CCOc1ccc(S(=O)(=O)N2CCSC2c2ccc([N+](=O)[O-])cc2)cc1 (stereo not given) returned ST2 IL33 inh inconclusive.
Screening CCc1nccn1CCCNC1CCC2(CCNCC2)CC1 returned ST2 IL33 inh inactive.
For CCOc1ccccc1C1C(C#N)=C(N)Oc2n[nH]c(-c3ccccc3)c21 (stereo not given) the results were ST2 IL33 inh inactive.
`O=C(O)CSc1cccc(C(=O)Nc2ccc(Br)cc2)c1` gave ST2 IL33 inh inactive.
`CCOc1ccc(NC(=O)c2c(F)c(F)c(F)c(F)c2F)cc1` gave ST2 IL33 inh inactive.
CC(C)NC(=O)NCC1CCCN(Cc2ccccc2F)C1 (stereo not given) was read as ST2 IL33 inh inactive.

Some of these compounds in order of molar mass, falling:
`CCC(NC(=O)C1CC(=O)c2sc(NC(=O)Cc3ccccc3)nc2C1)c1cccs1` (stereo not given) gave ST2 IL33 inh inactive.
Screening CCC1CCCCN1CCCNC(=O)COc1ccc2c(c1)C(=O)CC(C)(C)O2 (stereo not given) returned ST2 IL33 inh inactive.
`Cc1ccnc(SCCn2c(N3CCCC3)nc3c2c(=O)n(C)c(=O)n3C)n1` gave ST2 IL33 inh inconclusive.
Screening CCOc1ccc(S(=O)(=O)N2CCSC2c2ccc([N+](=O)[O-])cc2)cc1 (stereo not given) returned ST2 IL33 inh inconclusive.
Screening CC(C)(C)n1nc2c(c1NC(=O)c1ccccc1Br)CSC2 returned ST2 IL33 inh inconclusive.
Screening CCOC(=O)c1c(C)n(C)c2c1cc(OC(=O)CC(C)C)c1ccccc12 returned ST2 IL33 inh inactive.
`O=C(O)CSc1cccc(C(=O)Nc2ccc(Br)cc2)c1` gave ST2 IL33 inh inactive.
CC[C@H]1CN(C(=O)Nc2ccccc2)CC[C@H]1CC(=O)Nc1ccccc1 was read as ST2 IL33 inh inconclusive.
For CCOc1ccccc1C1C(C#N)=C(N)Oc2n[nH]c(-c3ccccc3)c21 (stereo not given) the results were ST2 IL33 inh inactive.
c1ccc(-n2ncc3c(N4CCN(c5ccccn5)CC4)ncnc32)cc1 was read as ST2 IL33 inh inactive.
For CNC(=O)c1ccc(CN2CCCC(Nc3ccc(F)cc3)C2)o1 (stereo not given) the results were ST2 IL33 inh 36%*.
Screening [O-][n+]1cccc2c(Br)cc(Br)c(O)c21 returned ST2 IL33 inh 30%*.
CC(C)NC(=O)NCC1CCCN(Cc2ccccc2F)C1 (stereo not given) was read as ST2 IL33 inh inactive.
Screening CCc1nccn1CCCNC1CCC2(CCNCC2)CC1 returned ST2 IL33 inh inactive.

Later entries.
`CCC(=O)N1N=C2c3ccc(OC)cc3CCC2C1c1cccc(F)c1` (stereo not given) gave ST2 IL33 inh inactive.
Screening COc1cc2c(cc1OC)CN(Cc1ccc(F)cc1)CC2 returned ST2 IL33 inh inactive.
Screening CCOC(=O)c1c(C)oc2ccc(OC(=O)c3ccco3)cc12 returned ST2 IL33 inh inactive.
`FC(F)(F)C1CN(c2ncnc3ccsc23)CCO1` (stereo not given) gave ST2 IL33 inh inconclusive.
`CN(Cc1ccccc1)C(=O)C1CCCN1S(=O)(=O)c1cccc2nsnc12` (stereo not given) gave ST2 IL33 inh inactive.
CS(=O)(=O)N(Cc1ccccc1Cl)c1ccc(C(=O)N2CCCC2)cc1 was read as ST2 IL33 inh inactive.
Screening Cc1ccc(N(CC(=O)Nc2ccc(Cl)cc2)S(C)(=O)=O)c(C)c1 returned ST2 IL33 inh inactive.
`O=C(c1cc(COc2cncc(Cl)c2)on1)N1CC[C@@H]2CCCC[C@H]2C1` gave ST2 IL33 inh inconclusive.
CNc1ncc(CN(C)c2nc(-c3cccnc3)nc3c2cnn3C)cn1 was read as ST2 IL33 inh 46%*.
For CC(CN1CCc2ccccc2C1)NC(=O)CS(C)(=O)=O (stereo not given) the results were ST2 IL33 inh inactive.
Screening Cn1nc(C(=O)NCc2ccccc2-n2ccnc2)c2c1CCCC2 returned ST2 IL33 inh inactive.
`COc1cccc(CN(C)Cc2ccsc2)c1F` gave ST2 IL33 inh inconclusive.
Screening Cc1cccc(CN2CCN(C(=O)[C@H](N)CC(C)C)CC2=O)c1 returned ST2 IL33 inh inactive.
`COc1ccc(N2CCN(C(=O)COc3ccc(Cl)cc3)CC2)cc1` gave ST2 IL33 inh inconclusive.
COc1ccc(S(=O)(=O)Nc2ccc(Oc3ccc(Cl)cc3)cc2)cc1 was read as ST2 IL33 inh inactive.
C=CCc1cc(C(=O)N2CCOCC2)ccc1O was read as ST2 IL33 inh inconclusive.
`CC(C)NC(=O)NC[C@H]1O[C@@H](CO)[C@@H](O)[C@H]1N(C)CCc1ccccn1` gave ST2 IL33 inh inactive.
For COc1cccc(Cn2c(CNC(=O)c3cccc(Cl)c3)nc3cccnc32)c1 the results were ST2 IL33 inh inactive.
Screening Cc1cccc2nc(-c3ccco3)c(Nc3ccccc3)n12 returned ST2 IL33 inh inactive.
`CCn1c2ccccc2c2nnc(-n3nc(C)cc3C)nc21` gave ST2 IL33 inh inactive.
CN1C[C@@H](NC(=O)C2CCCCC2)C[C@H]1c1nc(-c2ccc(Cl)cc2)no1 was read as ST2 IL33 inh inactive.
Screening Cc1ccc(C)c(CSC2=NCCN2C(=O)C2CC2)c1 returned ST2 IL33 inh inactive.
`CC(=O)NCCNC(=O)CCCn1c(=O)[nH]c2ccsc2c1=O` gave ST2 IL33 inh inactive.
For CC(c1ccc(C(=O)NCCc2c[nH]c3ccccc23)o1)N1CCCCC1 (stereo not given) the results were ST2 IL33 inh inactive.
Screening CCN(CC)c1ccc2cc(NC(=O)CCC(=O)O)c(=O)oc2c1 returned ST2 IL33 inh inactive.
O=C(CSc1ccccn1)NC1CC1 was read as ST2 IL33 inh inactive.
Screening COc1ccc(NC(=O)Nc2ccc(Cl)cc2)c(OC)c1 returned ST2 IL33 inh inactive.
O=C(Nc1cccc(-c2ccco2)c1)C1CCN(C(=O)Cc2ccc3c(c2)OCO3)CC1 was read as ST2 IL33 inh inconclusive.
CCC1Oc2ccccc2N(CC(=O)NCCCN2CCOCC2)C1=O (stereo not given) was read as ST2 IL33 inh inactive.
`O=C(O)C1(O)CCN(c2ccc(-c3ccccc3)nn2)CC1` gave ST2 IL33 inh inconclusive.
`CN1CCN(c2ccc(C(=O)c3ccc(Br)cc3)cc2[N+](=O)[O-])CC1` gave ST2 IL33 inh inconclusive.
`O=[N+]([O-])c1cc([N+](=O)[O-])c2cn(-c3ccccc3)nc2c1` gave ST2 IL33 inh inactive.
O=S(=O)(NC1c2ccccc2Oc2ccccc21)c1ccc(Cl)cc1 was read as ST2 IL33 inh inactive.
`C=CCc1ccc(OCC(O)COc2ccc(CC=C)cc2OC)c(OC)c1` gave ST2 IL33 inh inactive.
For CCc1c(O)nc2ccccn2c1=O the results were ST2 IL33 inh inactive.
For CCC(CC)n1nc(C)cc1NC(=O)C1(C)CC(C)=NO1 (stereo not given) the results were ST2 IL33 inh inconclusive.
For Cc1oc(-c2cccs2)nc1CN1CCCC(C(=O)NCc2ccco2)C1 (stereo not given) the results were ST2 IL33 inh inactive.
COc1ccccc1N1CCN(C(=O)Nc2ccc(F)cc2)CC1 was read as ST2 IL33 inh inactive.
`O=C(c1ccccc1Cl)N1CCc2ccccc21` gave ST2 IL33 inh inactive.
COc1cccc2cc(-c3nc(-c4cccs4)cs3)c(=O)oc12 was read as ST2 IL33 inh inconclusive.
CCn1nc(C)c(CN2CC3(CCNCC3)CC2C(=O)O)c1C (stereo not given) was read as ST2 IL33 inh inactive.
CC[C@H]1CN(S(=O)(=O)c2c(C)noc2C)CC[C@H]1CC(=O)NCc1ccco1 was read as ST2 IL33 inh inactive.
Screening C[C@]12CC3CC(C(=O)N[C@H]4COC[C@@H]4N4CCOCC4)(C1)C[C@@](C)(C3)C2 returned ST2 IL33 inh inactive.
`O=C1c2ccccc2C(=O)N1CN(C(=O)c1ccccc1)c1cccc(F)c1` gave ST2 IL33 inh inconclusive.
For Cc1oc(-c2ccc(Cl)cc2)nc1CN1CCC(C(=O)NCC2CCCO2)CC1 (stereo not given) the results were ST2 IL33 inh inactive.
`O=C(Nc1ccc(-c2cccc(F)c2)cc1)C1CCCN1Cc1ncc[nH]1` (stereo not given) gave ST2 IL33 inh inactive.
C=CCOc1ccc(/C=c2\sc3nc(=O)c(Cc4ccccc4)nn3c2=O)cc1 was read as ST2 IL33 inh inactive.
CCNC(=O)NC(=Nc1nc(C)cc(C)n1)Nc1cc(OC)c(Cl)cc1OC was read as ST2 IL33 inh inactive.
For COc1ccc(N2CCN(C3CCCN(C(=O)C=C(C)C)C3)CC2)cc1 (stereo not given) the results were ST2 IL33 inh inconclusive.
Screening Cc1ccc(C(=O)Nc2cccc([N+](=O)[O-])c2)cc1Cl returned ST2 IL33 inh inactive.
For CCC(CC)C(=O)NC1CCCCCC1 the results were ST2 IL33 inh inactive.
For N#CC1=C(SCc2ccccc2Br)NC(=O)C(C#N)C12CCCCC2 (stereo not given) the results were ST2 IL33 inh inconclusive.
Screening CSc1ccccc1N1C(=O)C2CCCCC2C1=O (stereo not given) returned ST2 IL33 inh inactive.
`CCOC(=O)c1cnn(Cc2nc(-c3sccc3C)oc2C)c1` gave ST2 IL33 inh inconclusive.
Screening CCC(=O)N1CCc2cc(Br)cc(S(=O)(=O)CCC(=O)N(CC)CC)c21 returned ST2 IL33 inh inactive.
For COc1cc(OC)c(C2C(C#N)=C(N)Oc3n[nH]c(C)c32)c(OC)c1 (stereo not given) the results were ST2 IL33 inh inactive.
